Bioassay records (PubChem)
MT1-MMP act inh: blocks activation of human MT1-MMP. HT1080 RFP-PRO-GFP cells, GFP/RFP ratio fluorescence, overnight; percent of plate control window, DMSO zero. GFP/RFP ratio change, % at 20 µM. actives 0.061% (n = 360,000);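 active = GFP/RFP ratio change of at least 30% with cell ATP level not reduced by more than half and red fluorescence within 50% of control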; note: strong numbers were not always called active
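Read-out: GFP/RFP fluorescence ratio; Test system: RFP-PRO-GFP reporter HT1080 cells; Compound dosing: single-point 20 µM compound, 1% DMSO; Times: overnight compound exposure at 37 °C.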
Rin1 Abl inh: blocks binding of human Rin1 to Abl. TR-FRET Rin1/Abl binding, biochemical. inhibition, % at 7.35 µM. actives 0.4% (n = 360,000); in the data active = inhibition above about 5%, passing the limit was not always enough
MsrA inhibitor: inhibits bovine methionine sulfoxide reductase A | purified bovine MsrA, absorbance read-out | inhibition, % at 15.5 µM | actives 0.75% (n = 360,000) | AID 651718; in the data active = inhibition above about 4.5%;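 note: 0% = vehicle wells with enzyme and 100% = reference inhibitor wells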
Rpn11 block: blocks the human proteasome subunit Rpn11; O00487; human 26S proteasome, Ub4-pepOG fluorescence polarization; 20S core pre-blocked with epoxomicin; calls only at 20 µM; actives 0.59% (n = 360,000); AID 588493;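 active = inhibition at 20 µM, scaled to each plate's controls, above about 33%, limit read from the data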
Target sequence (O00487 whole entry, looked up): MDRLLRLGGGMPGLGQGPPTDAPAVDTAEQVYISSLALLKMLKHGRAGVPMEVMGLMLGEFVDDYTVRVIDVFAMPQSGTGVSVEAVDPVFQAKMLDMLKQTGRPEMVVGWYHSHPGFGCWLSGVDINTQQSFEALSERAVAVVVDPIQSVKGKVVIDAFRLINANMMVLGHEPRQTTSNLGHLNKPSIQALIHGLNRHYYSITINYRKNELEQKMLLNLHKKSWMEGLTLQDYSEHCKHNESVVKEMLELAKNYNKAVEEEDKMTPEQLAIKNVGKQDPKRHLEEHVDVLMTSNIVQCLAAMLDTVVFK
FAS-TE inh: inhibitors of human fatty acid synthase thioesterase domain. P49327. recombinant FAS-TE, OMFH fluorogenic substrate, fluorescence endpoint. inhibition, % at 15 µM. actives 0.67% (n = 360,000). AID 602261;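 active = compounds whose normalised, plate-corrected inhibition of enzyme fluorescence in the single-dose primary screen is 50% or more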;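 note: 0% = DMSO with enzyme and 100% = substrate without enzyme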
MLLE-PAM2 inh: blocks PAM2 peptide binding to the PABP1 MLLE domain | AID 588489 | inhibition, % at 20 µM | GST-MLLE / FITC-PAM2 fluorescence polarization | actives 0.36% (n = 360,000); in the data active = inhibition above about 35%, passing the limit was not always enough;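 note: plate controls were DMSO wells with GST-MLLE for no effect and wells lacking GST-MLLE protein for full effect; some results filed as inactive read as strong as hits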
CSN inh: CSN deneddylation inhibition. Q92905. Purified CSN, SCF-Nedd8-OG deneddylation, fluorescence polarization. inhibition, % at 12.5 µM. actives 0.38% (n = 360,000). AID 651999;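 active = pattern-corrected inhibition above about 35%, with an unprinted fluorescence ratio check between 0.5 and 1.5, limit read from the data, passing the limit was not always enough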;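 note: 0% = enzyme with substrate and 100% = substrate without enzyme; some results filed as inactive read as strong as hits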
Target sequence (Q92905 whole entry, looked up, one chain of several): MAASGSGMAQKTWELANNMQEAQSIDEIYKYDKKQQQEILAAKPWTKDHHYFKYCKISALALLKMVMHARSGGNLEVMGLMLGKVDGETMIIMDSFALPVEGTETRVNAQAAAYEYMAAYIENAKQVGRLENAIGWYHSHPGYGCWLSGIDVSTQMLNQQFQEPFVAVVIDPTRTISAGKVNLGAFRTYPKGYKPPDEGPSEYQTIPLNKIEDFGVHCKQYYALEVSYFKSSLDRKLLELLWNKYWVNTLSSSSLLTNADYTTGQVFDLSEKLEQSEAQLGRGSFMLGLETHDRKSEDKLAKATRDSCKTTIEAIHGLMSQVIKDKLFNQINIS
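Material: human Csn5 produced in HEK293T cells; Input: enzyme 0.24 nM; Reagent: SCFSkp2-Nedd8OG substrate at 10 nM final; Dosing: 12.5 µM compound; Incubation: 90 min reaction at room temperature; Detection: fluorescence polarization of the substrate; Evaluation: % inhibition of substrate cleavage by Csn5; Control set: substrate-only high control, full reaction low control.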
MsrA act: bovine methionine sulfoxide reductase A activation. actives 0.3% (n = 360,000). purified bovine MsrA, absorbance read-out. activation, % at 10.6 µM; in the data active = activation above about 7.5%;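 note: 0% = vehicle and 100% = reference activator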
eLon inh: inhibits E. coli Lon protease | P0A9M0 | purified E. coli Lon protease, fluorescence polarization | inhibition, % at 7.94 µM | actives 0.42% (n = 360,000); in the data active = inhibition above about 13%, passing the limit was not always enough;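 note: 0% = enzyme with probe and DMSO and 100% = no enzyme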
Numbers without * were called inactive; i = inactive; nt = not tested or not shown. Not a hit list (roughly 3.7% active in at least one column).

compound,Rin1 Abl inh,MsrA act,MLLE-PAM2 inh,FAS-TE inh,Rpn11 block,eLon inh,MsrA inhibitor,CSN inh,MT1-MMP act inh
CN(c1ccccc1)S(=O)(=O)c1cccc(C(=O)NCc2ccccc2CN2CCCC2)c1,3.6,-5.0,-40.8,-3.8,i,-19.0,1.4,-0.6,-1.8
CN(C(=O)CN(CCO)CC(=O)N(C)C(C)(C)Cc1ccccc1)C(C)(C)Cc1ccccc1,-2.3,1.1,4.3,11.9,i,3.0,-0.6,-3.7,-8.4
O=C1c2ccccc2C(Nc2cccc(C(F)(F)F)c2)N1Cc1ccco1 (configuration not stated),1.2,-3.2,5.9,16.8,i,-3.9,0.9,8.0,-3.0
COc1cc(S(N)(=O)=O)c(OC)cc1N,-1.7,-3.9,0.0,-6.2,i,4.2,-0.3,2.4,-0.1
O=C1CN(C(=O)c2ccccc2F)C(c2ccccc2)c2cc(Cl)ccc2N1 (configuration not stated),-0.8,0.9,5.9,0.0,i,0.5,0.1,2.1,-8.1
COc1ccc(C(c2nnnn2Cc2cccs2)N2CCN(c3ccc(F)cc3)CC2)cc1OC (configuration not stated),-0.4,-1.9,-0.6,14.0,i,-0.8,-0.1,2.2,0.7
COc1cc(/C=N/NC(=O)c2nnn(-c3nonc3N)c2C(C)C)ccc1O,2.0,-5.3,2.6,-0.7,i,-11.2,3.9,-5.9,5.3
COc1ccc(C(=O)OCc2c(-c3ccccc3)ncc3ccccc23)cc1,4.3,-11.7,-8.8,24.2,i,-5.7,2.3,2.8,-0.8
Cc1cccc(N2CCN(C(=O)c3cccc(N4C(=O)C5C6C=CC(C6)C5C4=O)c3)CC2)c1C (configuration not stated),0.6,0.2,11.6,10.6,i,-2.0,0.7,0.3,-4.5
OCC[C@@H]1C[C@@H](O)[C@H](O)[C@]2(Cc3ccccc3O2)O1,1.8,1.1,1.2,-6.2,i,-15.4,-1.0,2.2,-1.4
[O-][n+]1c2ccccc2c2n1CCN=C2c1ccc(Cl)cc1,-4.0,-1.0,12.3,-14.2,i,-10.9,0.0,0.9,2.2
CC1CN(C(=O)c2cc3cc([N+](=O)[O-])ccc3s2)CC(C)O1 (configuration not stated),-0.8,-3.8,11.0,0.7,i,0.7,-0.8,8.2,-2.2
Cc1ccc(NC(=O)CN2C(=O)NC(Cc3ccccc3)C2=O)cc1Cl (configuration not stated),3.5,-1.3,-0.1,13.2,i,-2.6,1.2,-3.7,nt
O=C(Nc1ncc(Cc2ccccc2Cl)s1)C1=NCCN1,-1.0,-2.7,3.3,-4.7,i,6.0,0.8,6.0,10.8
COCCn1c(=O)[nH]c2cc(C(=O)N3CCN(Cc4ccc5c(c4)OCO5)CC3)ccc2c1=O,-2.1,-3.6,0.3,-3.7,i,-10.6,0.5,-1.9,-7.0
O=C(COC(=O)c1cccc(F)c1)NC(=O)NCc1ccccc1,1.2,-3.5,3.7,1.7,i,7.0,0.0,-3.5,-2.6
CCN(CC(=O)Nc1c(F)cccc1F)C(=O)Cc1ccccc1,1.5,3.2,1.4,-5.6,i,2.5,-0.6,-4.2,0.0
COc1cccc(/C=C/C(=O)Nc2ccc3[nH]c(=O)[nH]c3c2)c1,-3.2,-2.5,5.6,2.4,i,-14.8,2.8,-4.3,0.5
O=C(NNC(=O)c1ccccc1Br)c1ccc(Cl)cc1,2.4,-2.1,-3.1,-2.1,i,-1.4,1.4,-1.1,0.7
CC1(C)Cc2ccccc2C(COc2ccccc2)=N1,-1.6,-2.0,0.0,2.1,i,3.1,0.3,1.4,-4.3
CNC(=S)N(Cc1ccc(OC)cc1)Cc1cc2cc(C)ccc2[nH]c1=O,6.8,-2.4,-106.5,-7.0,i,-3.2,0.8,-4.6,-3.7
CC1(c2ccc(Cl)cc2)NC(=O)N(CC(=O)NC2CCCCC2)C1=O (configuration not stated),3.1,-3.9,-12.7,-3.8,i,-0.7,0.5,-0.9,0.5
NC(=O)CSc1ccc(-c2ccc(F)cc2)nn1,0.8,-2.0,6.7,-2.5,i,4.3,0.0,-0.6,1.3
COC(=O)c1ccc(-c2ccc(/C=N/N3C(=O)C4C5C=CC(C6CC56)C4C3=O)o2)cc1 (configuration not stated),-0.7,-10.6,-27.0,31.5,i,1.5,2.4,1.6,-0.1
CCOc1ccc(C2NC(=S)NC3=C2CCc2ccccc23)cc1 (configuration not stated),-1.0,-3.6,-64.7,27.3,i,4.1,0.3,-4.1,4.4

Continued.
compound,Rin1 Abl inh,MsrA act,MLLE-PAM2 inh,FAS-TE inh,Rpn11 block,eLon inh,MsrA inhibitor,CSN inh,MT1-MMP act inh
O=C(Nc1ccc(N2CCOCC2)cc1)c1csc([C@H]2C[C@H](O)[C@@H](CO)O2)n1,0.1,-6.8,7.5,-4.1,i,-3.6,1.7,-0.4,2.9
O=C(COc1ccccc1)N1CCN(S(=O)(=O)c2ccc(Cl)cc2)CC1,0.5,-4.5,0.7,-0.5,i,-7.2,1.4,0.7,2.9
COC(=O)C1CCN(C(=O)/C=C/c2ccc3c(c2)OCO3)CC1,0.1,-3.3,10.1,-1.9,i,7.8,2.3,-7.3,-0.7
CCOc1ccc(OCC(=O)Nc2ccccc2N2CCCC2)cc1,-0.9,-1.7,-2.2,17.6,i,3.5,-1.0,2.4,-3.0
Cc1cccc2cc(CN(Cc3ccccc3)C(=S)NCCCN(C)C)c(=O)[nH]c12,0.6,-1.7,-137.9,-4.8,i,-3.3,1.3,2.7,1.0
CC1(C)CC(NC(=O)c2ccccc2Cl)CC(C)(C)N1,0.0,1.1,1.3,-7.6,i,-6.5,0.1,6.5,8.2
CNC(=S)N1CCN(c2nc(-c3cccc(OC)c3)cs2)CC1,0.1,-4.5,-127.3,4.4,i,-14.4,-0.7,1.1,6.2
CCc1ccccc1NC(=O)CN1CCN(C(=O)CNC(=O)c2ccc(N3CCCC3=O)cc2)CC1,4.8,-4.8,-11.6,-4.2,i,1.7,1.1,-4.2,-1.2
COc1cccc(C(c2nnnn2Cc2ccccc2)N2CCN(C3CCCC3)CC2)c1OC (configuration not stated),1.8,-1.4,-0.5,-5.9,i,0.6,-0.5,1.0,2.0
O=C(C[C@H]1C[C@H](C(=O)N2CCOCC2)[C@@]2(CCC3CCCC3)c3[nH]c4ccc(Cl)cc4c3CCN2C1=O)NCCCn1ccnc1,-0.7,1.9,13.3,54.6*,i,-2.8,-0.9,-0.9,-1.0
COc1cc(NC(=O)CN2CCCCC2)c(C)cc1[N+](=O)[O-],-3.3,-5.0,6.0,-1.6,i,5.3,-0.3,-15.1,1.8
C/C(=N\NC(=O)c1cccc(S(=O)(=O)N2CCCC2)c1)c1ccccc1F,-2.8,-6.2,-6.6,1.4,i,-4.0,1.5,3.4,-2.5
O=C(Cc1ccc(S(=O)(=O)N2CCOCC2)s1)NCCOc1ccccc1,4.0,-1.1,-6.3,-3.3,i,-13.8,-1.0,-3.1,6.3
COC(=O)/C=C1/S/C(=N/NC(=O)c2ccccc2C)NC1=O,-1.2,-2.4,6.1,-6.5,i,0.9,6.7*,0.3,-4.7
CC(C)c1ccc(C2/C(=C(/O)c3ccccc3)C(=O)C(=O)N2CCCN2CCOCC2)cc1 (configuration not stated),-0.2,-1.6,9.8,-1.3,i,-6.2,2.2,3.7,-0.8
O=C(CC1C(=O)NCCN1Cc1ccc(F)cc1Cl)NC1CCCCCCC1 (configuration not stated),2.6,0.4,1.1,5.8,i,-1.6,2.0,-3.6,-1.1
CC(=O)Nc1cccc(-c2csc(C(NC(C)=O)c3ccc(F)c(F)c3)n2)c1 (configuration not stated),-3.5,-1.5,2.5,7.0,i,-1.4,-0.2,0.0,1.4
CC(C)Cc1nc(S(=O)(=O)c2ccc(Cl)cc2)c(N2CCOCC2)o1,-1.8,1.7,30.3,-8.0,i,-0.2,nt,-0.4,7.1
CN(C)CCOC(=O)c1ccc2c(c1)S(=O)(=O)c1ccccc1C2=O,-3.5,-3.0,10.5,-3.8,i,2.7,-1.1,-2.4,-1.0
CCOc1cc(/C=C2\SC(=NC)N(C)C2=O)c(Br)cc1OC(C)=O,0.1,-1.8,-6.0,3.4,i,-11.6,-1.3,0.4,-38.6
COc1ccc(N2CCN(C(=O)CSc3nnc(NC(=O)C4CC4)s3)CC2)cc1,-2.4,0.1,11.2,-2.9,i,6.9,-0.1,1.2,5.4
Cc1c(NC(=S)N2CCN(c3ccc(F)cc3)CC2)c(=O)n(-c2ccccc2)n1C,2.1,-2.9,-10.7,-2.8,i,-6.9,0.5,-6.0,0.2
NC(=O)C1CCN(c2ncnc3c2c(-c2ccccc2)cn3-c2ccccc2)CC1,1.1,-1.4,7.9,2.3,i,-7.6,-0.6,-0.8,-7.1
Cc1cc(SCc2cc(=O)[nH]c3ccccc23)nc2ccccc12,-3.6,-11.6,2.0,1.9,i,-3.8,-0.4,3.8,-7.7
CC1(OC(=O)CCc2ccccc2)C(=O)C=C2C=C(c3ccc(C#N)cc3)N(CC3CC3)C=C2C1=O (configuration not stated),0.8,-3.4,18.7,-1.5,i,3.4,0.2,-6.1,-3.3

Reprinted at random: 2 records from the list.
compound,Rin1 Abl inh,MsrA act,MLLE-PAM2 inh,FAS-TE inh,Rpn11 block,eLon inh,MsrA inhibitor,CSN inh,MT1-MMP act inh
CCc1ccccc1NC(=O)CN1CCN(C(=O)CNC(=O)c2ccc(N3CCCC3=O)cc2)CC1,4.8,-4.8,-11.6,-4.2,i,1.7,1.1,-4.2,-1.2
CC(C)Cc1nc(S(=O)(=O)c2ccc(Cl)cc2)c(N2CCOCC2)o1,-1.8,1.7,30.3,-8.0,i,-0.2,nt,-0.4,7.1

The list goes on.
compound,Rin1 Abl inh,MsrA act,MLLE-PAM2 inh,FAS-TE inh,Rpn11 block,eLon inh,MsrA inhibitor,CSN inh,MT1-MMP act inh
CCCCCC(C)n1[nH]c(=O)c2c(C)cc(C)nc21 (configuration not stated),-0.7,-0.2,-1.0,-1.3,i,1.4,0.2,0.8,2.7
CCCOc1ccc(C2C(C(=O)OC)=CN(CCOC)C=C2C(=O)OC)cc1,-0.1,3.5,5.2,-1.0,i,-0.9,0.4,-2.3,8.5
CC1C(=O)N2CCCc3cc(NC(=O)C(=O)NCCCc4ccccc4)cc1c32 (configuration not stated),-8.2,-1.8,3.0,-6.0,i,-3.7,-0.1,-7.7,6.7
Cc1ccc(-c2cc(C(=O)O)c3ccccc3n2)s1,-0.2,-1.9,7.0,-4.9,i,-5.4,5.4*,-1.4,-2.7
O=C(c1ccco1)N1CCN(c2c(-c3ccccc3)c3cc(Cl)ccc3[nH]c2=O)CC1,2.5,-1.5,-1.2,14.9,i,-9.5,1.5,6.5,-12.9
COCCCNC(=O)C1=CCN(S(=O)(=O)c2ccc(C)cc2)CC1,2.6,-1.9,2.0,-6.4,i,0.7,-0.4,0.4,0.0
COc1cc(/C=C2\SC(c3ccc(C)cc3)=NC2=O)cc(OC)c1OC,-0.1,-1.6,-21.8,-11.3,nt,-26.5,nt,49.2*,-3.4
CC(=O)Nc1ccc(C(=O)CSc2nnnn2C(C)C)cc1,1.5,-13.1,-1.0,-8.6,i,-6.1,-0.4,-0.8,2.9
CCOc1ccc(/C=C2/SC(=O)NC2=S)cc1,1.7,-9.3,22.3,-5.1,i,-5.3,-0.5,4.3,-7.5
